APJ agonist: APJ receptor agonism; P35414; CHO-K1 APJ PathHunter beta-arrestin, luminescence; 0% DMSO wells, 100% apelin; activation, % at 20 µM; 0.11% of 330,000 active; AID 2520;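 active = activation more than six SD over the plate average, tested at 20 µM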;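 note: 0% = DMSO alone and 100% = apelin-13 at 10 nM; some results filed as inactive read as strong as hits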
Target sequence (P35414 whole entry, looked up): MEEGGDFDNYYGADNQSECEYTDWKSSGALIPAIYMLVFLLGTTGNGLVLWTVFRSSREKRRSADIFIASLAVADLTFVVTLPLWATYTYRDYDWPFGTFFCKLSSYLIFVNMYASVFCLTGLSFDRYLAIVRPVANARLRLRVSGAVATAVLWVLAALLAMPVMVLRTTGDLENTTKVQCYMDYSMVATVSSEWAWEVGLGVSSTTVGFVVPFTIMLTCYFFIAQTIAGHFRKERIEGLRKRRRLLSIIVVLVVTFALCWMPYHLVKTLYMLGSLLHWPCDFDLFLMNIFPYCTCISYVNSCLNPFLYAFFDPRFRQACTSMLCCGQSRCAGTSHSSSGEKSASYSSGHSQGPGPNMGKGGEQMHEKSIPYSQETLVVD
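assay system = CHO-K1 APJ beta-arrestin complementation cell line | input = cell density 1000 per well | dosing = compound 20 µM once, DMSO 1% | timing = compound 90 min 25 °C, reagent 1 h | measured by = luminescence from split beta-galactosidase complementation, Galacton Star/Emerald II substrate | read-out basis = APJ agonist activity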
MPTP inh: blocks calcium-induced mitochondrial swelling; isolated mouse mitochondria, Ca2+ swelling absorbance, 30 min; inhibition, % at 10 µM; 1.4% of 360,000 active; AID 602449;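 active = inhibition of 50% or more, scaled per plate between neutral and stimulator controls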;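 note: 0% = DMSO wells given calcium and 100% = 1 mM EGTA wells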
tim10-1 inh: growth inhibitors of tim10-1 mutant yeast; inhibition, % at 20 µM; S. cerevisiae tim10-1 ts strain growth, BacTiter-Glo, 24 h; 2.2% of 330,000 active;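 active = inhibition of at least 40%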;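 note: mutant grown at 25 °C; 0% = DMSO wells with yeast and 100% = wells holding no yeast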
tim23-1 inh: growth inhibitors of tim23-1 mutant yeast; S. cerevisiae tim23-1 growth, BacTiter-Glo luminescence, 24 h; inhibition, % at 20 µM; AID 463212; 1.3% of 330,000 active;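 active = growth inhibition of the mutant yeast at or above 50%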;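 note: temperature-sensitive mutant grown at 25 °C; plate controls were DMSO-treated mutant yeast for no effect and medium wells lacking yeast for full effect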
TIM10 inh: inhibits growth of TIM10 yeast strain | S. cerevisiae TIM10 strain growth, BacTiter-Glo luminescence, 24 h | inhibition, % at 10 µM | 1.4% of 330,000 active;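 active = inhibition of 40% or more at the single tested concentration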;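 note: wild-type TIM10 isogenic control strain grown at permissive 25 °C; 0% = DMSO yeast wells and 100% = minimal medium wells without yeast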
NLRP3 yeast inh: NALP3 inhibition in yeast; Yeast reconstituted NLRP3/ASC/caspase-1, beta-gal luminescence, 24 h; inhibition, % at 10 µM; 0.39% of 330,000 active; AID 2825;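 active = inhibition of 50% or more; inactive = inhibition below 50%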;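 note: plate controls were induced DMSO wells for no effect and uninduced yeast grown without galactose for full effect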
APJ antag: APJ receptor antagonism; P35414; CHO-K1 APJ beta-arrestin complementation, luminescence; inhibition, % at 20 µM; 0.32% of 330,000 active;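 active = inhibition above about 40% at 20 µM, limit read from the data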;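 note: cells challenged with 10 nM apelin-13 agonist together with compound; plate controls were apelin-13 plus DMSO wells for no effect and DMSO wells lacking apelin-13 for full effect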
GRIN3A LBD mod: NR3A (human) ligand-binding domain modulation | NR3A LBD differential scanning fluorimetry, Tm shift; 0% = protein alone, 100% = glycine-bound protein | Tm shift relative to glycine control, % at 25 µM | 2.5% of 340,000 active | AID 1259313;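 active = melting temperature shift of at least 10% of the positive control shift, at one fixed dose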
beta cell repl: MIN6 beta-cell proliferation induction. MIN6 cells proliferation, ATPlite luminescence, 48 h; cells starved in 0.2% serum; 100% = growth in 10% serum. proliferation, % at 10 µM. 0.29% of 330,000 active;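 active = compounds whose signal lies at least 3.5 SD above the mean of all wells on their plate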;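 note: 0% = DMSO-treated cells in low-serum medium and 100% = 10% serum control; some compounds called inactive have numbers as strong as hits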
Numbers without * were called inactive; x = no result given.

SMILES | APJ agonist | tim23-1 inh | tim10-1 inh | MPTP inh | TIM10 inh | GRIN3A LBD mod | NLRP3 yeast inh | beta cell repl | APJ antag
Cn1c(C(=O)O)cc2cc(F)ccc21 | -1 | 2 | 14 | 3.1 | 9 | 5 | 12 | -4 | -7
COCC(=O)N1CCCC(C(=O)c2ccc(C(F)(F)F)cc2)C1 (stereo not given) | 0 | 12 | 3 | 0.1 | -15 | 0 | 8 | -1 | 7
COc1ccc(C(=O)Nc2cccc(NC(C)=O)c2)cc1OC | 0 | 11 | 9 | -1.8 | -9 | -1 | -4 | 1 | 0
CC[C@@H]1CC=C[C@H]2[C@H]1C(=O)N(Cc1ccccc1)[C@H]2c1cc(C)ccc1F | 1 | 51* | 55* | x | 50* | x | 8 | -7 | 15
COc1ccc(C(CNC(=O)c2cccc(S(=O)(=O)Nc3ccc(C)cc3)c2)N2CCCCC2)cc1 (stereo not given) | -1 | -1 | 1 | 6.9 | 4 | -2 | 16 | -7 | 11
COc1cccc(N/C(SCc2ccccc2Cl)=C(/C#N)C(=O)NCc2cccs2)c1 | -2 | 12 | 24 | 0.3 | 2 | 13* | 11 | 0 | 10
Oc1ccc(Cl)cc1Cc1cc(Cl)ccc1O | 0 | 73* | -8 | 86* | 50* | 17* | 12 | -8 | 2
CC(=O)OC1COC(N2CCc3cc(Br)c([N+](=O)[O-])cc32)C(OC(C)=O)C1OC(C)=O (stereo not given) | -2 | 11 | 12 | -0.4 | 9 | -1 | -2 | -1 | 9
CC(O)CSc1nc2c(c(=O)n(C)c(=O)n2C)n1CCCc1ccccc1 (stereo not given) | -5 | 13 | 13 | 0.0 | 8 | 0 | 10 | 2 | 6
CCOC(=O)c1ccc(N2C(=O)CC(N3CCN(Cc4ccccc4)CC3)C2=O)cc1 (stereo not given) | 0 | 26 | 28 | 2.5 | 8 | -1 | 21 | 3 | 3
O=C(NCCCN1CCC(Cc2ccccc2)CC1)C1CCC(=O)N1C1CCCC1 (stereo not given) | -4 | 2 | -9 | 0.4 | -10 | 2 | 9 | -1 | 17
Cc1cccc(Cn2c(O)c(N=NC(=S)Nc3ccccc3F)c3ccccc32)c1 | -2 | 0 | 24 | 2.6 | 6 | -9 | 24 | -6 | -24
Cc1ccc(C(=O)NN2C(=O)C3C4C=CC(C4)[C@@H]3C2=O)cc1 (stereo not given in full) | 2 | -3 | -13 | 0.8 | 0 | 1 | 3 | -5 | -17
COc1ccc(-c2nc(-c3ccccc3)nc(Cl)c2C#N)cc1 | 5 | 21 | 24 | 5.1 | 31 | -6 | 7 | -6 | 13
CCC(C)[C@H](NC(=O)NCc1ccccc1Cl)C(=O)O (stereo not given in full) | -4 | 11 | -2 | -0.8 | -8 | 1 | -2 | 1 | -2
O=C(CCC(=O)OCCCC(F)(F)C(F)(F)F)Nc1ccccc1 | -5 | 1 | 15 | -0.9 | -10 | 1 | 19 | -2 | 11
Cc1c(C(=O)OCC(=O)Nc2c(C)n(C)n(-c3ccccc3)c2=O)cccc1[N+](=O)[O-] | -4 | -14 | -13 | 0.3 | -2 | -2 | 26 | 2 | 9
Cc1ccc(S(=O)(=O)N2CCN(C(=O)COC(=O)c3cccc(Cl)c3)CC2)c(C)c1 | -1 | 28 | 27 | -0.6 | 11 | 1 | 20 | -4 | -8
O=C(OCC(=O)N1CCCc2ccccc21)c1cccnc1Cl | -5 | 22 | 18 | 2.0 | 6 | -2 | 17 | -1 | -6
Cc1cc(C(=O)NNC(=O)CCCCC(=O)NNC(=O)c2cc(C)[nH]n2)n[nH]1 | -4 | 2 | 8 | -0.1 | -1 | -1 | 3 | 4 | -1

Part of the list above, reformatted:
Below each compound – APJ agonist | tim23-1 inh | tim10-1 inh | MPTP inh | TIM10 inh | GRIN3A LBD mod | NLRP3 yeast inh | beta cell repl | APJ antag
> Cn1c(C(=O)O)cc2cc(F)ccc21
→ -1 | 2 | 14 | 3.1 | 9 | 5 | 12 | -4 | -7
> COCC(=O)N1CCCC(C(=O)c2ccc(C(F)(F)F)cc2)C1 (stereo not given)
→ 0 | 12 | 3 | 0.1 | -15 | 0 | 8 | -1 | 7
> COc1ccc(C(=O)Nc2cccc(NC(C)=O)c2)cc1OC
→ 0 | 11 | 9 | -1.8 | -9 | -1 | -4 | 1 | 0
> CC[C@@H]1CC=C[C@H]2[C@H]1C(=O)N(Cc1ccccc1)[C@H]2c1cc(C)ccc1F
→ 1 | 51* | 55* | x | 50* | x | 8 | -7 | 15
> COc1ccc(C(CNC(=O)c2cccc(S(=O)(=O)Nc3ccc(C)cc3)c2)N2CCCCC2)cc1 (stereo not given)
→ -1 | -1 | 1 | 6.9 | 4 | -2 | 16 | -7 | 11
> COc1cccc(N/C(SCc2ccccc2Cl)=C(/C#N)C(=O)NCc2cccs2)c1
→ -2 | 12 | 24 | 0.3 | 2 | 13* | 11 | 0 | 10
> Oc1ccc(Cl)cc1Cc1cc(Cl)ccc1O
→ 0 | 73* | -8 | 86* | 50* | 17* | 12 | -8 | 2
> CC(=O)OC1COC(N2CCc3cc(Br)c([N+](=O)[O-])cc32)C(OC(C)=O)C1OC(C)=O (stereo not given)
→ -2 | 11 | 12 | -0.4 | 9 | -1 | -2 | -1 | 9
> CC(O)CSc1nc2c(c(=O)n(C)c(=O)n2C)n1CCCc1ccccc1 (stereo not given)
→ -5 | 13 | 13 | 0.0 | 8 | 0 | 10 | 2 | 6
> CCOC(=O)c1ccc(N2C(=O)CC(N3CCN(Cc4ccccc4)CC3)C2=O)cc1 (stereo not given)
→ 0 | 26 | 28 | 2.5 | 8 | -1 | 21 | 3 | 3
> O=C(NCCCN1CCC(Cc2ccccc2)CC1)C1CCC(=O)N1C1CCCC1 (stereo not given)
→ -4 | 2 | -9 | 0.4 | -10 | 2 | 9 | -1 | 17

Carrying on:
SMILES | APJ agonist | tim23-1 inh | tim10-1 inh | MPTP inh | TIM10 inh | GRIN3A LBD mod | NLRP3 yeast inh | beta cell repl | APJ antag
NC(=O)CC(NC(=O)Cc1cccc2ccccc12)c1ccc(NC2CC3CCC2C3)c([N+](=O)[O-])c1 (stereo not given) | -6 | 13 | 10 | 0.4 | 13 | -6 | 13 | -7 | 8
Cc1ccc(-c2cc(C(F)F)n3ncc(C(=O)N4CCc5ccccc54)c3n2)cc1 | -2 | -32 | 1 | 2.0 | -22 | 1 | 11 | -6 | -2
CC(C)(COC(=O)Nc1ccccc1)COC(=O)Nc1ccccc1 | -3 | 30 | 17 | 0.9 | 1 | -4 | 26 | -3 | -25
COc1ccc(C(=O)OCC(=O)NCc2ccc3c(c2)OCO3)cc1S(=O)(=O)N1CCOCC1 | 0 | 2 | -12 | -1.1 | -2 | -1 | 6 | -1 | -9
O=CNCc1nc2ccccc2n1CCc1ccccc1 | -2 | 10 | 31 | -0.5 | -12 | 0 | -8 | -4 | -15
Cc1c(NC(=O)CN2C(=O)NC(C)(c3ccc4c(c3)OCCO4)C2=O)c(=O)n(-c2ccccc2)n1C (stereo not given) | 9 | 26 | 15 | -1.4 | 3 | -2 | 14 | 0 | -6
CC(=O)N1c2c(cc(Br)cc2S(=O)(=O)NCc2ccccc2)CC1C (stereo not given) | -3 | 21 | 11 | -0.6 | -3 | -2 | 5 | 1 | -4
COCCCNC(=O)/C=C/c1c(Cl)cccc1Cl | -4 | 11 | 2 | -0.6 | -8 | -2 | 7 | -4 | -1
Cc1nn(-c2ccccc2)c(N)c1-c1ccccc1 | -1 | 23 | 17 | 0.3 | -15 | 1 | 17 | -5 | 8
O=C(O)CCCCCCCCCCP(=O)(c1ccccc1)c1ccccc1 | -2 | 31 | 5 | 1.7 | 7 | 1 | 16 | 0 | -3
COc1ccccc1Cn1c(=O)c2ccccc2n2c(Sc3ncnc4sccc34)nnc12 | 3 | 45 | 43* | 0.1 | 45* | 2 | -7 | -4 | -3
Cc1cc(Cl)c(S(=O)(=O)N(C)C)cc1OCC(N)=O | -1 | 9 | 12 | -0.8 | -6 | 10* | -7 | 1 | -9
O=C(O)c1cccc(NC(=O)c2cn(-c3ccccc3)nc2-c2cccc(Br)c2)c1 | 1 | 9 | 5 | 0.6 | -2 | 15* | 12 | -2 | -2
N/C(Cc1ccccc1)=N\OC(=O)c1cccc2ccccc12 | 12* | 68* | 77* | 0.0 | 85* | -1 | -5 | -6 | -33
O=C(C[C@H]1C/C=C\C[C@H](NC(=O)OCC2c3ccccc3-c3ccccc32)C(=O)OC[C@@H]2CCCN2C1=O)N[C@H](CO)Cc1ccccc1 | 0 | 22 | 22 | 0.7 | -2 | 1 | 11 | -6 | -5
COC(=O)NNC(=O)COc1ccccc1C | -2 | 10 | 15 | -0.8 | 6 | -4 | -19 | -1 | 2
CCOc1ccc(S(=O)(=O)N2CCC(C(=O)NCc3ccccn3)CC2)cc1C | -1 | -1 | 0 | -0.9 | -16 | -2 | 13 | -2 | 7
O=C(CC12CC3CC(CC(C3)C1)C2)N1CCCOC1 | -3 | 23 | 8 | -0.1 | 11 | -1 | 11 | -1 | -10
O=C(O)Cn1c(-c2ccccn2)nc2ccccc21 | -1 | 7 | 1 | 0.3 | -7 | 2 | 0 | 0 | 14
O=c1[nH]c(Cc2ccccc2)nc2c1oc1ccccc12 | 6 | 21 | 30 | -2.7 | 14 | -3 | 22 | 0 | 5

Following part
SMILES | APJ agonist | tim23-1 inh | tim10-1 inh | MPTP inh | TIM10 inh | GRIN3A LBD mod | NLRP3 yeast inh | beta cell repl | APJ antag
CCN(CC)CCNC(=O)c1cc2c(s1)-c1ccccc1SC2 | 4 | -1 | -56 | 2.1 | 8 | 2 | 10 | -6 | 22
COc1cc(CCCN2CCNC[C@@H]2C(C)O)cc(OC)c1OC (stereo not given in full) | -3 | -4 | -8 | -1.0 | 7 | 0 | 9 | -3 | 12
Nc1ccccc1S(N)(=O)=O | 8 | 12 | -5 | -1.3 | 10 | 0 | -3 | -5 | 10
NS(=O)(=O)c1ccc(NC(=O)CSc2n[nH]c(=O)n2Cc2ccccc2)cc1 | 1 | 10 | 10 | 1.3 | -7 | -1 | 9 | -2 | -13
Cc1cc(NC(=O)c2c(Br)c(C)nn2C)no1 | -3 | 14 | 4 | 0.7 | 17 | 0 | 6 | -3 | -6
Cc1ccc(OC(F)F)c(NC(=O)Nc2cccc(C(F)(F)F)c2)c1 | 0 | 38 | 47* | 96* | 51* | 29* | -2 | -7 | 17
CC(OC(=O)C1CC(=O)N(Cc2ccccc2)C1)C(=O)Nc1cccc(C#N)c1 (stereo not given) | -4 | -1 | 3 | -0.7 | -2 | 2 | 16 | -2 | 10
COc1ccc(C/C(N)=N/OC(=O)c2cccc([N+](=O)[O-])c2)cc1 | 18* | 73* | 27 | -0.2 | 72* | 14* | 3 | -4 | -56
CC(=O)c1ccc(OCc2cc(C(=O)NCC3CCCCO3)no2)cc1 (stereo not given) | 0 | 7 | 1 | 0.6 | 1 | 1 | 25 | 3 | 12
O=C(CS(=O)(=O)Cc1ccccc1)N1CCN(c2cccc(C(F)(F)F)c2)CC1 | 1 | 9 | 14 | 2.2 | 13 | -5 | 7 | -4 | -3
CC(=O)OC(C(=O)NCCN1CCOCC1)c1c(F)cccc1F (stereo not given) | -3 | 6 | 2 | 0.6 | 6 | -1 | 11 | -3 | -14
CNc1nc(C)c(C(=O)OCc2ccccc2)s1 | -2 | -2 | 33 | -1.6 | -10 | 1 | 7 | 1 | 4

2 successive records already listed, for reference:
SMILES | APJ agonist | tim23-1 inh | tim10-1 inh | MPTP inh | TIM10 inh | GRIN3A LBD mod | NLRP3 yeast inh | beta cell repl | APJ antag
Cc1ccc(C(=O)NN2C(=O)C3C4C=CC(C4)[C@@H]3C2=O)cc1 (stereo not given in full) | 2 | -3 | -13 | 0.8 | 0 | 1 | 3 | -5 | -17
COc1ccc(-c2nc(-c3ccccc3)nc(Cl)c2C#N)cc1 | 5 | 21 | 24 | 5.1 | 31 | -6 | 7 | -6 | 13
